p-CIP stab down – p/CIP protein destabilization | Q05BA5 | F442A p/CIP-EGFP cells, EGFP fluorescence, 16 h | decrease of EGFP signal, % at 10 µM | hit rate 0.01% among 290,000 | AID 1984;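 active = EGFP signal decrease of at least 30% at 10 µM or well 3 SD below plate mean, unless failing retest; inactive = the rest, including hits failing retest or dose response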; note: some compounds called inactive have numbers as strong as hits; many of its hits are not listed in these tables
M18AAP inhibitor – PfM18AAP enzyme inhibition; recombinant PfM18AAP, H-Glu-NHMec fluorogenic cleavage; inhibition, % at 7.35 µM; hit rate 1.2% among 290,000; AID 1822;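 active = inhibition above the campaign mean inhibition over all tested compounds plus 3 SD, cut at about 28% in these data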;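 note: 0% = plate median of test compound wells and 100% = 2 mM ZnCl2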
IDE act – boosts human insulin-degrading enzyme activity in HEK cells; P14735; FAbeta-B cleavage, fluorescence polarization; 0% vehicle, 100% cell-free pure enzyme wells; activation, % at 5.96 µM; hit rate 0.073% among 340,000; AID 493087;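 active = activation above the mean of all tested compounds plus 3 SD, set per screening campaign, cut at about 17% in these data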
UBC9 SUMO inh – inhibitors of human SUMOylation (UBC9) | P63279 | HTRF SUMOylation assay, SAE1/SAE2 + UBC9, in vitro | inhibition, % at 35 µM | hit rate 0.36% among 290,000 | AID 2006; in the data active = inhibition above about 50%, passing the limit was not always enough; note: strong numbers were not always called active
Target sequence (P63279 whole entry, looked up): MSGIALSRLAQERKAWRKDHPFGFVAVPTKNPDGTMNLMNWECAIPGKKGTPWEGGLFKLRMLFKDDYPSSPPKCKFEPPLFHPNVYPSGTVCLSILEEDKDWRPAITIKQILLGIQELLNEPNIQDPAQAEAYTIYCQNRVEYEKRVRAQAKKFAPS
DNA FID counter – displaces DNA intercalator in HCV helicase counter-screen. DNA fluorescent intercalator displacement, fluorescence. inhibition, % at 7.9 µM. AID 1845. hit rate 0.17% among 290,000; in the data active = inhibition above about 37%;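 note: 0% = vehicle and 100% = reference compound; higher means more ethidium bromide displaced from hairpin DNA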
IDE inh – inhibitors of human insulin-degrading enzyme in cells. inhibition, % at 5.59 µM. AID 434962. hit rate 0.41% among 320,000. P14735. HEK cells, FAbetaB cleavage, fluorescence polarization;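 active = percent inhibition above the average of all tested compounds plus 3 SD, set per screening campaign, cut at about 16% in these data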;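 note: IDE supplied by intact live HEK cells; FP after avidin binding of uncleaved biotin substrate so inhibition keeps polarization high; 0% = DMSO wells and 100% = 60 µM reference IDE inhibitor Ii1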
HCV NS3 hel inh – HCV NS3 helicase inhibition; NS3 helicase DNA unwinding, Cy5 molecular beacon fluorescence; hit rate 0.56% among 290,000; inhibition, % at 10.9 µM;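 active = inhibition above the mean of all tested compounds plus 3 SD, set per campaign, cut at about 35% in these data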;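 note: 0% = DMSO wells and 100% = thioflavine S control wells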
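Control set: DMSO versus 110 µM thioflavine S; Material: NS3 helicase fragment of HCV; Measured by: Cy5 fluorescence at 0 and 60 min, beacon hairpin quenching; Read-out basis: percent inhibition from t60/t0 fluorescence ratio; Times: reaction time 60 min, 25 °C; Repeats: single replicate; Compound dosing: single dose, 10.9 µM nominal final, DMSO 0.8% final.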
IMP-1 inh – blocks Pseudomonas aeruginosa IMP-1 metallo-beta-lactamase | purified IMP-1, nitrocefin hydrolysis, epi-absorbance fluorescence | inhibition, % at 5.6 µM | hit rate 0.45% among 290,000 | AID 1556;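 active = inhibition above the mean plus 3 SD of all compounds in the same screening run, cut at about 4.5% in these data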;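 note: 0% = IMP-1 with DMSO and 100% = DMSO wells lacking enzyme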
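system = purified recombinant IMP-1 beta-lactamase | amount = 0.2 nM IMP-1, as dispensed | medium = HEPES buffer pH 7.1 with ZnSO4 and Brij 35 | times = 25 °C, 15 min preincubation, 25 min reaction | detection = plate fluorescence quenching by hydrolysis product, ex 480/em 530 nm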
VIM-2 inhibitor – blocks Pseudomonas aeruginosa VIM-2 metallo-beta-lactamase. purified VIM-2, nitrocefin hydrolysis, epi-absorbance fluorescence. inhibition, % at 5.6 µM. hit rate 0.89% among 290,000;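 active = inhibition above the mean of all tested compounds plus 3 SD, cutoff set per screening run, cut at about 7.5% in these data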;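 note: red hydrolysis product quenches plate fluorescence so inhibitors raise well fluorescence; 0% = enzyme with DMSO and 100% = DMSO without enzyme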
* marks the source's active call; other numbers are inactive results; nt = not tested or not shown. Rows are unselected. Share with any hit: about 3.6%.

SMILES	p-CIP stab down	M18AAP inhibitor	IDE act	UBC9 SUMO inh	DNA FID counter	IDE inh	HCV NS3 hel inh	IMP-1 inh	VIM-2 inhibitor
O=C(CNc1n[nH]c(=O)[nH]c1=O)N/N=C/c1cccnc1	-6.5	-2.9	3.8	17.4	2.6	0.6	4.3	-3.2	-5.4
CCSc1nnc(NC(=O)c2ccc(Br)s2)s1	1.4	-3.8	6.3	-15.4	-2.7	4.8	-6.3	-2.7	0.2
CCOC(=O)c1ccc(N=Cc2nc(-c3ccccc3)oc2OC(C)=O)cc1	14.0	-3.5	2.3	6.6	-2.5	2.4	3.8	-1.3	-6.7
CN(C)/C=N/c1nc2nccc(-c3ccccc3)n2n1	17.8	6.3	-1.5	38.9	-15.1	2.1	-7.4	1.1	0.9
O=C(Nc1ccc(F)cc1)/C(Cl)=C/c1ccccc1	2.2	0.3	1.2	4.3	-4.0	-3.3	-9.5	-0.8	-0.7
CCN(CC)CCn1c(=S)[nH]c2cc(C(=O)NCc3ccccc3Cl)ccc2c1=O	-0.6	3.9	-2.5	24.2	16.5	-6.3	-11.1	-2.0	-3.8
C[C@H](NC(=O)Cc1cccc2ccccc12)C(=O)NCc1ccccc1	-2.1	-20.0	3.3	-4.9	-8.4	8.1	2.1	-0.6	-0.9
CCc1ccc2oc(=O)cc(CN3CCC(C)CC3)c2c1	-2.5	-1.9	3.6	24.8	-8.6	8.1	1.1	-2.8	-2.6
COC(=O)Cn1c(=NC(=O)C(C)(C)C)sc2c(C)cc(C)cc21	-2.0	5.4	8.9	5.4	-1.6	-0.8	6.7	-3.9	-1.4
CCOC(=O)N1CCN(C(=O)c2cnn3ccccc23)CC1	-8.2	-0.5	4.8	8.1	-5.4	0.0	0.4	-3.4	-0.7
Cc1cccc(C)c1NC(=O)c1cc(S(=O)(=O)N2CCOCC2)cn1C	-7.7	6.5	-0.8	-1.7	-4.4	1.9	7.5	-4.4	-4.1
Cc1ccc(NC(=O)C(=O)NCc2ccncc2)cc1	-12.7	-7.5	1.2	13.5	0.1	-5.5	6.8	-4.6	-3.7

Reformatted: entries from further up.
SMILES: CN(C)/C=N/c1nc2nccc(-c3ccccc3)n2n1
  p-CIP stab down = 17.8 | M18AAP inhibitor = 6.3 | IDE act = -1.5 | UBC9 SUMO inh = 38.9 | DNA FID counter = -15.1 | IDE inh = 2.1 | HCV NS3 hel inh = -7.4 | IMP-1 inh = 1.1 | VIM-2 inhibitor = 0.9

SMILES: O=C(Nc1ccc(F)cc1)/C(Cl)=C/c1ccccc1
  p-CIP stab down = 2.2 | M18AAP inhibitor = 0.3 | IDE act = 1.2 | UBC9 SUMO inh = 4.3 | DNA FID counter = -4.0 | IDE inh = -3.3 | HCV NS3 hel inh = -9.5 | IMP-1 inh = -0.8 | VIM-2 inhibitor = -0.7

SMILES: CCN(CC)CCn1c(=S)[nH]c2cc(C(=O)NCc3ccccc3Cl)ccc2c1=O
  p-CIP stab down = -0.6 | M18AAP inhibitor = 3.9 | IDE act = -2.5 | UBC9 SUMO inh = 24.2 | DNA FID counter = 16.5 | IDE inh = -6.3 | HCV NS3 hel inh = -11.1 | IMP-1 inh = -2.0 | VIM-2 inhibitor = -3.8

Following part
SMILES	p-CIP stab down	M18AAP inhibitor	IDE act	UBC9 SUMO inh	DNA FID counter	IDE inh	HCV NS3 hel inh	IMP-1 inh	VIM-2 inhibitor
O=C(Nc1ccccc1)Nc1ccncc1	-6.4	-4.5	-1.3	12.9	-2.0	2.8	-3.0	-4.9	-2.3
CCOC(=O)c1c(C2COc3ccccc3O2)csc1N (stereo unspecified)	-2.8	59.7*	3.7	10.8	-6.7	3.2	-5.8	-3.4	0.0
COc1ccc(OC)c(N(CC(=O)Nc2ccc3c(c2)OCO3)S(=O)(=O)c2ccccc2)c1	8.4	-4.3	1.5	-12.0	-24.8	7.9	-12.0	-0.7	-1.9
CC(C)(C)c1nc(CN2CCOCC2)ccc1O	-1.6	-20.4	4.0	1.3	5.2	-7.9	-15.3	-0.6	-1.7
CC(=O)c1ccc(N2CCN(C(=O)c3ccco3)C(C)C2)c(F)c1 (stereo unspecified)	-5.1	-2.8	4.1	12.3	-22.0	4.6	-3.9	-5.3	-1.4
Cc1ccc(CN(CC(=O)NC2CCCC2)C(=O)c2csnn2)cc1	-4.1	-3.5	5.0	-4.1	-15.2	-10.1	16.2	1.5	-0.2
CC(C)C[C@H](NC(=O)N1CC(=O)Nc2ccccc21)C(=O)N[C@@H](C(=O)O)c1ccccc1	5.1	3.0	5.4	2.6	-48.3	2.2	7.0	-1.7	-2.5
O=C(c1ccc(CSc2nc3ccncc3[nH]2)cc1)N1CCN(c2cccc(Cl)c2)CC1	-2.0	2.0	-7.3	-12.1	-0.8	-4.8	-61.5	0.2	-0.2
COc1ccc(CC(=O)N2CCC(c3ccccc3)C2)cc1 (stereo unspecified)	-8.7	2.9	-1.3	-7.6	-17.7	7.6	-3.0	-3.3	-1.2
C=CCOc1ccc(CNCCc2ccc(S(N)(=O)=O)cc2)cc1	-3.7	-11.9	2.3	5.9	8.7	-3.5	-15.6	-0.6	-0.4
COC(=O)Cc1nnc(NC(=O)c2ccccc2)s1	-11.4	5.0	2.4	30.7	-8.7	-3.5	3.5	-1.2	-1.2
CCOCCOc1nc(C)cc(C)c1S(=O)(=O)c1ccccc1C	-5.8	-1.6	2.1	12.8	-23.6	1.5	-3.5	-3.9	-3.8
N#CCCn1cc(C(=O)Nc2ccc([N+](=O)[O-])cc2)c(-c2cc3ccccc3o2)n1	-1.0	-0.7	4.1	-7.2	3.9	-3.6	2.6	-0.6	-2.3
Cc1ccccc1N(CC(=O)N/N=C/c1ccc(N(C)C)cc1)C(=O)c1ccccc1	-2.0	-3.0	4.4	12.0	-19.2	-1.0	-7.8	-3.0	-1.1
Cc1ccccc1-c1nnc(NC(=O)CSc2nc3ccccc3s2)s1	-2.3	-9.3	-4.0	25.4	-6.7	3.5	0.3	-5.0	-3.1
Cc1ccccc1-n1c(=O)c2ccccc2n2cnnc12	-4.9	-5.2	-0.5	17.2	-4.7	-8.9	-1.1	-2.7	-1.3
CCN(CC)C(=O)c1[nH]cnc1C(=O)N[C@@H](CCCCNC(=O)OC(C)(C)C)C(=O)OC(C)(C)C	-2.4	1.2	0.0	-5.2	-43.5	2.0	6.5	-2.1	-2.1
CCOc1ccc(C(=O)Nc2cc(=O)n(C)c(=O)n2C)cc1	nt	0.9	8.4	nt	-3.9	-4.0	2.1	-1.5	-3.2
COc1cccc2cc(C(=O)Oc3ccccc3)c(=O)oc12	-5.6	4.9	2.3	21.3	-2.8	-3.5	7.1	0.4	1.0
CC(=O)N1CCC2(CC1)CC(=O)c1cc(OCC(=O)N3CCOCC3)ccc1O2	-1.8	0.3	-0.4	26.9	-6.8	1.3	-6.6	0.8	-1.0
Cc1cccc(N2CCN(S(=O)(=O)c3cccc4nonc34)CC2C)c1 (stereo unspecified)	-9.3	-6.7	3.2	3.7	-2.4	-4.2	-1.9	1.7	1.3
C=CCN(CC=C)C(=O)COC(=O)c1ccc(Sc2ncn[nH]2)c([N+](=O)[O-])c1	-7.1	84.1*	7.8	6.9	3.5	-6.2	5.8	-0.5	-0.3
COc1ccc(C2C(C(=O)NCc3ccccc3)=C(C)Nc3ncnn32)cc1OC (stereo unspecified)	-6.8	-8.4	-7.0	13.1	-4.0	3.7	-8.0	-3.7	-4.6
CCOc1ccc(/C=N/NC(=O)Cc2csc(Nc3cccc(C(F)(F)F)c3)n2)c(OCC)c1	1.8	0.5	3.4	-40.1	-16.3	1.8	-4.1	-2.8	-3.6
CCn1nnc(NC(=O)c2sc3ccccc3c2Cl)n1	-9.4	1.2	-0.7	-6.9	-7.7	-0.5	-3.3	-1.4	-2.2
CCN(CC)CCNC(=O)c1cc2c(=O)n(C)c3ccccc3c2n1C	10.9	8.5	1.8	-0.9	13.6	6.1	2.6	-3.8	19.6*
COC(=O)c1ccc(=O)n(-c2ccc(OC)cc2)c1	-9.6	-5.6	0.7	27.8	-3.3	-2.6	1.0	-1.9	-1.4
O=c1c(-c2ccco2)[n+]([O-])c2ccccc2n1OCc1ccccc1[N+](=O)[O-]	-0.1	-6.5	-1.3	-4.2	-0.5	-1.6	12.9	-2.0	-2.2
COC(=O)c1ccc(-n2nnnc2SCC(=O)Nc2ccccc2F)cc1	6.1	0.7	1.1	7.9	-16.9	-1.4	-6.2	-3.2	-3.5
CCn1ncc([N+](=O)[O-])c1C(=O)Nc1ccc(C)c(C)c1	9.1	0.8	-3.5	-7.6	-1.7	0.6	10.1	-0.5	0.4
COc1ccc(NC(=O)CN(C)C(=O)c2ccc(=O)[nH]c2)cc1	-11.3	9.8	3.6	10.2	-15.5	7.9	10.9	0.2	-4.0
CCn1cc(CN2CCN(Cc3ccc(OC)c(C)c3C)C(CCO)C2)c(C)n1 (stereo unspecified)	7.3	-4.1	5.7	6.9	4.9	1.1	-10.0	-2.5	-0.7
COc1cc2c(cc1OC)C(C(=O)N1CCCC1)C(c1ccccc1F)N(C)C2=O (stereo unspecified)	-5.1	-2.9	1.5	12.0	-17.2	-0.5	-13.6	-2.7	-0.7
Cc1cccc(C(=O)Nc2sc(-c3ccccc3)cc2C(=O)O)c1	-3.7	2.2	-4.6	30.2	22.1	6.3	7.1	-2.3	-1.7
CCCc1[nH]nc2c1C(c1ccc(OC(=O)c3ccco3)cc1)C(C#N)=C(N)O2 (stereo unspecified)	-1.4	0.9	2.6	-40.8	-15.8	1.4	8.9	-1.6	0.2
CN(C)c1ccc(/C=C/C#N)cc1	-2.6	1.5	-4.1	14.1	-1.8	2.2	18.6	0.8	1.1
Cn1c(=O)c(C=Nc2ccccc2)c(O)c2ccccc21	5.0	2.1	nt	8.0	-5.8	-1.4	0.1	-2.1	-1.9
C=CCOc1c(CNn2nnnc2N)cccc1OC	-8.0	-1.9	-1.0	11.7	-0.9	-4.6	1.2	-3.3	-4.9
CCNC(=S)N1CCC(n2cnc3ccccc32)CC1	-3.0	-11.8	5.2	11.4	1.9	-2.9	-9.4	-1.2	-0.1
COc1ccccc1N1CCN(S(=O)(=O)c2ccc3c4c(cccc24)C(=O)N3C)CC1	-0.9	-8.7	nt	-6.1	-9.0	nt	-7.7	-1.0	-2.8
CCC(C)(C)n1nnnc1C(c1cccnc1)N1CCCC(C)C1 (stereo unspecified)	-17.2	0.6	0.8	2.7	-25.6	1.0	-0.7	-2.3	-3.0
O=C(C1CCC(Cn2c(=S)[nH]c3ccccc3c2=O)CC1)N1CCN(c2ccccc2)CC1 (stereo unspecified)	nt	3.0	4.3	nt	-6.8	3.1	-13.7	-0.7	-5.5
Cc1ccc(C)c(S(=O)(=O)Nc2ccc(O)c(C(=O)O)c2)c1	-2.8	1.1	6.3	23.8	-7.4	4.2	5.1	-5.8	-4.1
COc1ccc(OC)c(NC(=O)COC(=O)Cc2ccc(-c3ccccc3)cc2)c1	2.1	-6.6	-1.3	-30.8	-3.8	5.7	6.1	-0.8	-3.5

Assay outcomes from PubChem BioAssay.
